HCMV antiviral = blocks human cytomegalovirus replication. HFF cells, HCMV-luciferase reporter, 72 h; active compounds read low. activity change, negative = inhibition, % at 57.5 µM. 410,000 tested, 4.5% active. AID 1259415; in the data active means activity change below about -60%; inconclusive means no clear call, values can overlap the other calls; inactive means above about -39%
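Two-dose cell screen: HFF monolayers treated with compounds and infected with luciferase-expressing HCMV at 1 PFU/cell, 72 h at 37C, then lysed for luciferase measurement.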
* = called active by the depositor; ? = inconclusive. On the % scale 0 is the no-effect control and ±100 the full control effect. The list is partial; count on the stated rates, not on these rows.

COCCCNC(=O)c1nnn2c1nc(N)c1cc(Cl)ccc12
  HCMV antiviral = -4.7

Cc1noc(-c2ccccc2[N+](=O)[O-])c1-c1ccccc1[N+](=O)[O-]
  HCMV antiviral = ?

CC(CNC(=O)[C@@H](Cc1ccccc1)NC(=O)[C@H]1O[C@@H](n2cnc3c(=O)[nH]c(N)nc32)[C@H](O)[C@@H]1O)c1ccccc1 (stereo partly drawn)
  HCMV antiviral = -23.1

COc1ccc(NC(=O)N(C)C[C@@H]2OCCCC[C@@H](C)Oc3ccc(NC(=O)NC4CCCCC4)cc3C(=O)N([C@H](C)CO)C[C@@H]2C)cc1
  HCMV antiviral = 1.8

COc1ccc(-c2nc3cc(F)ccc3nc2C(=O)Nc2c(C)cccc2C)cc1
  HCMV antiviral = 15.8

COC(=O)[C@]12C[C@H](CC(=O)NCc3cccs3)C(=O)N(Cc3ccc4c(c3)OCO4)C1=C[C@H](COCc1ccccc1)O[C@@H]2C
  HCMV antiviral = -21.7

O=S(=O)(NCc1ccccc1)c1cc(Br)ccc1Br
  HCMV antiviral = -26.9

O=C(c1ccccc1F)N1C[C@@H]2[C@H](c3ccccc31)[C@H](CO)N2C(=O)c1ccccc1
  HCMV antiviral = -4.9

CN1CCN(c2ccc(Nc3nccc4[nH]c(-c5cccnc5)cc34)cc2)CC1
  HCMV antiviral = 42.2

CC(=O)Nc1cccc(-c2cnc3ccc(Cc4ccc(F)c(F)c4)nn23)c1
  HCMV antiviral = ?

Cc1nc2c(c(=O)c3ccccc3n2C)c(=O)n1C1CCCC1
  HCMV antiviral = 56.9

C[C@H]1[C@@H](NC(=O)Nc2cccc(C#N)c2)CC[C@@]23CCCN2C(=O)CCC[C@@H]13
  HCMV antiviral = 11.8

CCOC(=O)C1CSCCS(=O)(=O)N1Cc1cc(F)ccc1Br (stereo not drawn)
  HCMV antiviral = -23.9

O=C(c1cccnc1)N1C[C@H]2[C@@H](c3ccccc31)[C@@H](CO)N2C(=O)Nc1ccccc1Cl
  HCMV antiviral = 0.0

COC(=O)Cc1nnn2c1[C@@H](C)[C@@H](c1ccccc1Br)OC[C@H](C)C2
  HCMV antiviral = ?

Ordered by count of non-hydrogen atoms (largest number first): part of the list above.
COc1ccc(NC(=O)N(C)C[C@@H]2OCCCC[C@@H](C)Oc3ccc(NC(=O)NC4CCCCC4)cc3C(=O)N([C@H](C)CO)C[C@@H]2C)cc1
  HCMV antiviral = 1.8

O=C(c1ccccc1F)N1C[C@@H]2[C@H](c3ccccc31)[C@H](CO)N2C(=O)c1ccccc1
  HCMV antiviral = -4.9

CN1CCN(c2ccc(Nc3nccc4[nH]c(-c5cccnc5)cc34)cc2)CC1
  HCMV antiviral = 42.2

COC(=O)Cc1nnn2c1[C@@H](C)[C@@H](c1ccccc1Br)OC[C@H](C)C2
  HCMV antiviral = ?

COCCCNC(=O)c1nnn2c1nc(N)c1cc(Cl)ccc12
  HCMV antiviral = -4.7

O=S(=O)(NCc1ccccc1)c1cc(Br)ccc1Br
  HCMV antiviral = -26.9

Other structures
CC(C)c1[nH]nc2c1C(c1cccc(C(F)(F)F)c1)N(c1ccccc1)C2=O (stereo not drawn)
  HCMV antiviral = -32.5

Cc1ccc(S(=O)(=O)NC(CCCNC(=O)OCc2ccccc2)C(=O)O)cc1 (stereo not drawn)
  HCMV antiviral = -37.2

COC(=O)[C@]12C[C@H](CC(=O)NCc3cccs3)C(=O)N(Cc3ccccc3)C1=C[C@H](C(C)C)O[C@@H]2C1CC1
  HCMV antiviral = -70.8*

CCCCCCCCN1C(=O)[C@@H](CC(=O)NCCC(C)C)C[C@@]2(C(=O)OC)C1=C[C@H](C(C)(C)C)O[C@@H]2C
  HCMV antiviral = 1.3

Cc1cc2nc(CN(Cc3ccccc3)Cc3nc4cc(C)c(C)cc4[nH]3)[nH]c2cc1C
  HCMV antiviral = -11.8

CC(C)C[C@@H]1COc2cccc(NCCO)c2S(=O)(=O)N1
  HCMV antiviral = 4.2

COc1ccc(CN2C(=O)C(n3cccc3)c3cc(OC)ccc32)cc1 (stereo not drawn)
  HCMV antiviral = -22.9

CN(C)c1cccc(CNc2nccc3[nH]c(-c4cccc(F)c4)nc23)c1
  HCMV antiviral = -16.1

C[C@H]1[C@@H](NC(=O)Nc2ccc3c(c2)OCO3)CC[C@@]23CCCN2C(=O)CCC[C@@H]13
  HCMV antiviral = -92.3*

CN(C)[C@H]1CC[C@@]23CCCN2C(=O)CCC[C@H]3[C@H]1Cc1ccccc1
  HCMV antiviral = 4.5

C[C@H]1[C@@H](NS(=O)(=O)c2ccc3ccccc3c2)CC[C@@]23CCCN2C(=O)CCC[C@@H]13
  HCMV antiviral = -21.0

O=C(CN(CC(=O)Nc1ccc(F)cc1)CC(=O)Nc1ccc(F)cc1)Nc1ccc(F)cc1
  HCMV antiviral = 51.7

O=S(=O)(Nc1ccc2nc(-c3cccc(Cl)c3)nn2c1)c1ccco1
  HCMV antiviral = 27.9

CC(=O)c1c2c(cc3c(N(C)C)cccc13)CC(CO)(CO)C2
  HCMV antiviral = -16.7

CCCCC1OC(CCc2ccccc2)CC2=C1C(=O)OC(C)(C)O2 (stereo not drawn)
  HCMV antiviral = 19.2

CCOC(=O)C(CNc1ccc(O)cc1)NC(=O)c1ccccc1 (stereo not drawn)
  HCMV antiviral = -5.1

O=C(NC1CN2CCC1CC2)c1ccc(Cl)cc1 (stereo not drawn)
  HCMV antiviral = -7.1

CC(C)C[C@@H]1COc2cccc(NC3CC3)c2S(=O)(=O)N1
  HCMV antiviral = -35.1

C[C@@H](CO)NC(=O)c1[nH]cnc1C(=O)Nc1ccccc1
  HCMV antiviral = 4.8

COc1ccc(Nc2nccc3[nH]c(-c4ccccc4OC)cc23)cc1
  HCMV antiviral = -4.2

Cc1cccc(C)c1-n1c(=O)c2nc3ccccc3nc2c2ccccc21
  HCMV antiviral = -95.8*

CS(=O)(=O)c1ccc(Nc2cc3c(cn2)cc(-c2ccccc2)n3Cc2ccccc2)cc1
  HCMV antiviral = -27.8

C=CCN=C1NC(c2ccccc2)C(C(=O)OC)=C(C)N1Cc1ccc(C(F)(F)F)cc1 (stereo not drawn)
  HCMV antiviral = ?

COc1ccccc1-c1cc2c(Nc3ccc4c(c3)OCCO4)nccc2n1C
  HCMV antiviral = -70.1*

COC(=O)/C=C/[C@@H](CC1CCCC1)NC(=O)C(F)(F)F
  HCMV antiviral = -11.7

CCCCN1CC(COCc2ccccc2)Oc2cccc(Oc3ccc(F)cc3OC)c2S1(=O)=O (stereo not drawn)
  HCMV antiviral = -9.9

Cc1ccc(C)n1C1C(=O)N(C)c2ccc(Cl)cc21 (stereo not drawn)
  HCMV antiviral = 19.2

Brc1ccc(-c2ccc3c(n2)CCCN3Cc2ccccn2)cc1
  HCMV antiviral = 19.6

CCOC(=O)CCCCCC(=O)Nc1ccc2c(c1)C(=O)N([C@H](C)CO)C[C@@H](C)[C@@H](CN(C)S(=O)(=O)c1ccc(C)cc1)OCCCC[C@H](C)O2
  HCMV antiviral = 12.5

CN1C(=O)C(Br)(Br)CC1c1cccnc1 (stereo not drawn)
  HCMV antiviral = -1.6

C=CCN(CC=C)C[C@@H]1CSCCS(=O)(=O)N1
  HCMV antiviral = 10.2

CCOC(=O)c1ccc(NC(=O)OC[C@@H]2CSCCS(=O)(=O)N2)cc1
  HCMV antiviral = -13.7

O=S1(=O)N[C@H](Cc2ccccc2)COc2cc(N3CCOCC3)ccc21
  HCMV antiviral = 11.1

O=C(Cn1nnc(N2CCOCC2)n1)NN=Cc1ccccc1Cl
  HCMV antiviral = -12.5

Cc1ccc(C)n1C1C(=O)N(Cc2ccc(C(C)C)cc2)c2ccc(F)cc21 (stereo not drawn)
  HCMV antiviral = 26.9

CCOC(=O)c1cccn1C1C(=O)N(Cc2ccc(OC)cc2)c2c(F)cccc21 (stereo not drawn)
  HCMV antiviral = -32.0

O=C(Nc1ccc(Br)cc1)C(Nc1ccccc1)c1ccccc1F (stereo not drawn)
  HCMV antiviral = ?

C=CCN1[C@@H](C)[C@@H](c2ccccc2)Oc2c(Cl)cccc2S1(=O)=O
  HCMV antiviral = -27.6

CC(C)NC(=O)OC[C@@H]1CSCCS(=O)(=O)N1
  HCMV antiviral = -7.6

CC(C)N(Cc1ccccc1)S(=O)(=O)c1n[nH]c(C(C)(C)C)n1
  HCMV antiviral = ?

CC(C)CNc1cccc2c1S(=O)(=O)N[C@H](C)CO2
  HCMV antiviral = -8.7

CCN(Cc1cc(OC)c(OC)c(OC)c1)S(=O)(=O)c1ccccc1Br
  HCMV antiviral = -6.4

COc1cc(F)ccc1Oc1cccc2c1S(=O)(=O)N(C1CC1)C[C@@H](COCc1ccccc1)O2
  HCMV antiviral = -29.8

CCCCNC(=O)C1(C)CCCCN1C(=O)C1(c2ccc(Cl)cc2)CCCC1 (stereo not drawn)
  HCMV antiviral = -34.0

COc1ccccc1CNc1ccc2c(c1)OC[C@H](CC(C)C)NS2(=O)=O
  HCMV antiviral = -27.5

CC(=O)N(Cc1ccccc1)c1nccs1
  HCMV antiviral = 11.8

C[C@H](CO)N1C[C@H](C)[C@@H](CN(C)C(=O)Cc2ccccc2)OCc2cn(nn2)CCCC1=O
  HCMV antiviral = 8.8

O=C(NCC1CC1)c1cnc(N2CCN(Cc3cccc(F)c3)C2=O)s1
  HCMV antiviral = -98.7*

COC(=O)C1=C(C)N(Cc2cccc(C(F)(F)F)c2)C(=NCc2ccc3c(c2)OCO3)NC1c1ccc(Cl)cc1 (stereo not drawn)
  HCMV antiviral = -14.5

COc1ccc2c3c(n(C)c2c1)[C@@H](CO)N(C(=O)NC1CCCCC1)CC31CCN(C)CC1
  HCMV antiviral = -31.8

O=c1[nH]cnc2nn(C3OC(CO)C(O)C3O)nc12 (stereo not drawn)
  HCMV antiviral = 63.6

CCOC(=O)C1CSCCS(=O)(=O)N1Cc1ccc(Cl)cc1 (stereo not drawn)
  HCMV antiviral = 27.5

C/C1=C\CCCCc2cc(O)ccc2OC(=O)CC1
  HCMV antiviral = -18.7

COC(=O)C(c1ccccc1)(c1cn(Cc2ccccc2)c2ccccc12)C(Nc1ccccc1)c1ccccc1 (stereo not drawn)
  HCMV antiviral = -20.5

Cc1cccc(C)c1NC(=O)C1N=Cc2ccccc2N=C1c1cccc(Br)c1 (stereo not drawn)
  HCMV antiviral = 35.3

O=c1cc(-c2ccccc2Br)[nH]c2ccccc12
  HCMV antiviral = -89.8*

CCCCNc1cccc2c1S(=O)(=O)N[C@@H](CC(C)C)CO2
  HCMV antiviral = 7.9

COc1ccc(C2NC(=O)N(CCCC(=O)O)C(C)=C2C(=O)OCc2ccccc2)cc1 (stereo not drawn)
  HCMV antiviral = -11.4

O=S1(=O)c2ccc(Br)cc2OC2CCCN1C2 (stereo not drawn)
  HCMV antiviral = 1.8

C[C@@H]1CN([C@@H](C)CO)C(=O)CCCn2nncc2CO[C@H]1CN(C)CC1CCCCC1
  HCMV antiviral = -18.4

CCOC(=O)C1CSCCS(=O)(=O)N1Cc1ccccc1C (stereo not drawn)
  HCMV antiviral = -5.2

Oc1ccc2c(c1)CCCC1(CCCO1)O2 (stereo not drawn)
  HCMV antiviral = 0.5

COc1ccccc1-c1noc2nc(Nc3cccc(Cl)c3)ccc12
  HCMV antiviral = 18.1

CCNC(=O)[C@@H]1[C@@H](CO)[C@@H]2Cn3c(cccc3=O)[C@@H]2N1Cc1cccc(F)c1
  HCMV antiviral = 16.8

Cc1ccccc1CN1CCN2C(C(=O)NCC3CCOCC3)=COC2=NC1=O
  HCMV antiviral = -0.3

CC(C)(C)CC(C)(C)NC(=O)C(=O)c1cccnc1
  HCMV antiviral = 12.0

Clc1ccc([C@@H]2CC3CCC2N3)cn1 (stereo partly drawn)
  HCMV antiviral = -14.5

CC1CN=C(c2cc(Cl)c(N)c(Cl)c2)c2c3ccccc3[n+]([O-])n21 (stereo not drawn)
  HCMV antiviral = 54.5

C[C@@H]1CN([C@@H](C)CO)C(=O)CCCn2cc(nn2)CO[C@H]1CN(C)C(=O)Nc1ccccc1
  HCMV antiviral = 8.0

CCCCNC(=O)c1nc2ccccc2nc1-c1cccc(Br)c1
  HCMV antiviral = -2.0

OCCC(N1CCOCC1)C(O)(c1ccccc1)c1ccccc1 (stereo not drawn)
  HCMV antiviral = 22.8

COC(=O)[C@@H]1[C@@H](CO)[C@@H]2Cn3c(ccc(Br)c3=O)[C@H]1N2CCc1ccccc1
  HCMV antiviral = 11.5

Cc1c(COC(=O)NC(C)C)c(COC(=O)NC(C)C)c2n1CS(=O)(=O)C2
  HCMV antiviral = ?

Cc1ccc(-c2nc3c(C)cc(Br)cn3c2Cc2ccccc2C(F)(F)F)cc1
  HCMV antiviral = -7.6

O=C1C(n2ccc3ccccc32)c2cc(Cl)ccc2N1Cc1ccc(Cl)nc1 (stereo not drawn)
  HCMV antiviral = -30.8

C=CCN1[C@@H](C)[C@H](c2ccccc2)Oc2cccc(NCC(C)C)c2S1(=O)=O
  HCMV antiviral = -22.6

Cc1ccc(NC(=S)Nc2ccc(-c3nnc4n3CCCCC4)cc2)cc1C
  HCMV antiviral = ?

CC(=NNc1cc(C)c2ccccc2n1)c1ccccn1
  HCMV antiviral = -97.8*

Retrieved one by one from above (six):
O=C1C(n2ccc3ccccc32)c2cc(Cl)ccc2N1Cc1ccc(Cl)nc1 (stereo not drawn)
  HCMV antiviral = -30.8

C=CCN1[C@@H](C)[C@H](c2ccccc2)Oc2cccc(NCC(C)C)c2S1(=O)=O
  HCMV antiviral = -22.6

COC(=O)[C@@H]1[C@@H](CO)[C@@H]2Cn3c(ccc(Br)c3=O)[C@H]1N2CCc1ccccc1
  HCMV antiviral = 11.5

C[C@@H]1CN([C@@H](C)CO)C(=O)CCCn2cc(nn2)CO[C@H]1CN(C)C(=O)Nc1ccccc1
  HCMV antiviral = 8.0

OCCC(N1CCOCC1)C(O)(c1ccccc1)c1ccccc1 (stereo not drawn)
  HCMV antiviral = 22.8

Cc1c(COC(=O)NC(C)C)c(COC(=O)NC(C)C)c2n1CS(=O)(=O)C2
  HCMV antiviral = ?
